# Anesthetic bind: qHTS Assay for Identification of Novel General Anesthetics; Ferritin light chain (Equus caballus), P02791; apoferritin/1-aminoanthracene competitive binding, fluorescence; Potency, µM (titrated, usually from 77.5 µM), inactives show top-dose activity change, negative = displacement, usual class: inhibitors; 350,000 tested, 0.074% active; AID 485281, 2010; also: % is scaled to controls: 0 for no effect and ±100 for the full control effect; nearly all actives have a fitted effect of over 20% in size
#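 Horse-spleen apoferritin (10 uM) was mixed with 50% saturated 1-aminoanthracene in PBS, exposed to compounds for 10 min at room temperature, and read for fluorescence (ex 380 nm, em 535 nm). Competitive displacement was fitted with a four-parameter Hill equation.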
# APE1 inh: qHTS Assay for Inhibitors of the Human Apurinic/apyrimidinic Endonuclease 1 (APE1); DNA repair nuclease/redox regulator APEX1 (Homo sapiens), P27695; recombinant APE1, TAMRA/BHQ-2 abasic DNA cleavage fluorescence; Potency, µM (series often up to 65.8 µM), for the others: top-dose activity change, negative = inhibition, actives largely listed as inhibitors; 350,000 tested, 0.35% active; AID 2517, 2012;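 also: plate controls were vehicle for no effect and reference inhibitor for full effect; nearly all actives have a fitted effect of over 55% in size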
# Target sequence (P27695 whole entry, looked up): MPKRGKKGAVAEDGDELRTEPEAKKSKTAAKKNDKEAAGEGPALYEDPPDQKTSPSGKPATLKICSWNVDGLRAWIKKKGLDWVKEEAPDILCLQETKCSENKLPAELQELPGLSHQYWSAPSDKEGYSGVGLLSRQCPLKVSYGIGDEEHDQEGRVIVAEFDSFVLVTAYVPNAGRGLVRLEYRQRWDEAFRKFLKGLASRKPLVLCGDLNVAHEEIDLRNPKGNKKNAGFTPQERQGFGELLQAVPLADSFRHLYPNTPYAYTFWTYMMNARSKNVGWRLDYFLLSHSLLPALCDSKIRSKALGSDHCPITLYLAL
#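 Step 1: APE1 (0.75 nM) with compound, 15 min RT. Step 2: add 50 nM fluorophore/quencher THF duplex. Step 3: three fluorescence reads 60 s apart (525/598 nm); read 3 minus read 1 = reaction progress.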
# G9a inh: qHTS Assay for Inhibitors of Histone Lysine Methyltransferase G9a; G9a H3K9 monomethylation, AlphaScreen, 2 h; Potency, µM (series often up to 102 µM), without a hit: top-dose activity, negative = inhibition, usual class: inhibitors; 350,000 tested, 8.8% active; AID 504332, 2011; also: % is scaled to controls: 0 for no effect and ±100 for the full control effect; nearly all actives have a fitted effect of over 75% in size
#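 Quantitative HTS format: methyltransferase activity on a biotin-tagged H3K9 peptide is measured by AlphaScreen, using a rabbit anti-monomethyl-H3K9 antibody with streptavidin donor and anti-IgG acceptor beads. Final levels are 20 nM enzyme, 500 nM peptide, 20 uM SAM; 2 h RT.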
# BAZ2B block: qHTS Assay for Inhibitors of BAZ2B | AlphaScreen BAZ2B-H3K14Ac peptide displacement | Potency, µM (titrated, usually from 114 µM), for the others: top-dose activity change, negative = inhibition, actives largely listed as inhibitors | 360,000 tested, 4.4% active | AID 504333, 2011; also: % is scaled to controls: 0 for no effect and ±100 for the full control effect; nearly all actives have a fitted effect of over 60% in size
#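 In this displacement format the biotinylated H3(5-23) peptide acetylated at Lys14 serves as ligand at 50 nM, with BAZ2B at 50 nM in PBS pH 7.4 containing 0.01% Tween-20. Donor and acceptor beads are 10 ug/mL final.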
# POLB inh: qHTS Assay for Inhibitors of DNA Polymerase Beta; AID 485314, 2010; 340,000 tested, 1.3% active; Pol beta primer extension/strand displacement, fluorescence kinetic; Potency, µM (titrated, usually from 114 µM), without a hit: at the top dose activity change, negative = inhibition, actives largely listed as inhibitors; also: % is scaled to controls: 0 for no effect and ±100 for the full control effect
#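 10 nM enzyme + cpd, 15 min RT; start with substrate 50 nM final; read 0 min and after 10 min RT. Corrected, normalized data; 4-parameter Hill curve fit.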
# BLM helicase inh: qHTS Assay for Inhibitors of Bloom's syndrome helicase (BLM) | RecQ-like DNA helicase BLM (Homo sapiens), P54132 | recombinant BLM DNA unwinding, fluorescence dequenching | Potency, µM (series often up to 56.1 µM), for inactives: at the highest dose activity change, negative = inhibition, most hits filed as inhibitors | 350,000 tested, 0.2% active | AID 2528, 2010;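 also: plate controls were vehicle for no effect and no enzyme for full effect; nearly all actives have a fitted effect of over 35% in size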
# Pol eta inh: qHTS for Inhibitors of Polymerase Eta; DNA polymerase eta (Homo sapiens), Q9Y253; 390,000 tested, 1.2% active; recombinant Pol eta, fluorescent DNA replication assay; Potency, µM (series often up to 114 µM), without a hit: top-dose activity change, negative = inhibition, most hits filed as inhibitors; AID 588591, 2011; also: % is scaled to controls: 0 for no effect and ±100 for the full control effect
#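 Pol eta at 10 nM preincubated with compounds 15 min at room temperature; reaction started with fluorescent substrate (50 nM final) and read kinetically at 0 and 10 min.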
# POLI inh: qHTS for Inhibitors of Polymerase Iota; DNA polymerase iota (Homo sapiens), Q9UNA4; Pol iota fluorescent replication assay, 10 min; Potency, µM (titrated, usually from 115 µM), for the others: at the highest dose activity, negative = inhibition, actives largely listed as inhibitors; 390,000 tested, 1% active
# Target sequence (Q9UNA4 whole entry, looked up): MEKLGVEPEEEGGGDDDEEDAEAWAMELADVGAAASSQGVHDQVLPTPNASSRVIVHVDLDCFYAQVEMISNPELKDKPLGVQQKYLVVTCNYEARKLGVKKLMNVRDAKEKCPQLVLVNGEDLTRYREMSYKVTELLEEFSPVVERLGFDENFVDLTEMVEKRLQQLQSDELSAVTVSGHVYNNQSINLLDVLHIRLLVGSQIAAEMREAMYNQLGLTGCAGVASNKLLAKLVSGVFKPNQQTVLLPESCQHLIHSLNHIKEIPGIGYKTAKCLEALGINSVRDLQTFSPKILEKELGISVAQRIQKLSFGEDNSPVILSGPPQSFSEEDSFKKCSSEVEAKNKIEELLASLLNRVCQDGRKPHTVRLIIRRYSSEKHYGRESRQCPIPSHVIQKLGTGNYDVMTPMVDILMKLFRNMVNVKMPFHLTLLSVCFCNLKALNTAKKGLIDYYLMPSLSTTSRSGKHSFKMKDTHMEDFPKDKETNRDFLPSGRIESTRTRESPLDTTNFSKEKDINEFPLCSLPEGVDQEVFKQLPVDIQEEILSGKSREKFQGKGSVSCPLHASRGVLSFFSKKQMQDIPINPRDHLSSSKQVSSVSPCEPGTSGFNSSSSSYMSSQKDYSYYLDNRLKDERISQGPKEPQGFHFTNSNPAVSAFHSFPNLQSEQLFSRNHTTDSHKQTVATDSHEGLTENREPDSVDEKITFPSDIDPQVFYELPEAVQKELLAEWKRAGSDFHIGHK
#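 Pol iota at 10 nM preincubated 15 min with compounds at room temperature; reaction started with fluorescent substrate, 50 nM final. Fluorescence read kinetically at 0 and 10 min; buffer-only wells as negative control.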
# POLK inh: qHTS for Inhibitors of Polymerase Kappa; Potency, µM (series often up to 107 µM), for the others: at the highest dose activity, negative = inhibition, hits mostly inhibitors; 400,000 tested, 0.53% active; AID 588579, 2011; purified Pol kappa, fluorescent DNA synthesis assay, 10 min; also: % is scaled to controls: 0 for no effect and ±100 for the full control effect
#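 Inhibition of 10 nM Pol kappa is measured by a fluorescent read-out at 0 and 10 min following addition of 50 nM substrate (final), with a 15-min room-temperature compound preincubation.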
# Active calls of the source: *; ? = inconclusive; · = no result given; [ ] = dose if it differs, or a comment. Calls follow the shape of the dose curve; as a rule, active = well fitted curve in the direction sought with a large enough effect; inconclusive = small, poorly fitted or top-dose-only effect, or another doubt; inactive = no such curve, though single readings can be large; an effect the other way counts as inactive or inconclusive. Potency is read from the fitted curve at half-maximal effect. The list is partial; count on the stated rates, not on these rows.
SMILES | Anesthetic bind | APE1 inh | G9a inh | BAZ2B block | POLB inh | BLM helicase inh | Pol eta inh | POLI inh | POLK inh
COc1ccccc1NC(=O)c1ccc2c(c1)OCO2 | -6% | 20% | 34% | -10% | 7% | -11% | -15% | 13% | 2%
CCC(C)(C)NC(=O)C(c1ccc(C)cc1)N(CC1CCCO1)C(=O)CNC(=O)c1cccs1 (centres undefined) | -3% | 18% | 4%[59 µM] | -5% | 14% | 0% | -8% | 25% | -1%[60.1 µM]
NNC(=O)c1cc2cc3ccccc3nc2s1 | -20% | 2% | -29% | -14% | ? | -1% | 0% | -17% | -10%
COc1ccc(C(CNC(=O)c2cccc(NC(=O)c3cccs3)c2)N2CCCC2)cc1 (centres undefined) | · | -2% | -24%[59 µM] | 2% | · | · | -6% | 15% | -5%
COc1ccc(CC(=O)OCC(=O)NCc2ccc(Cl)cc2)cc1 | -14% | 0% | 11% | -2% | ? | -8% | -3% | 34%[activator] | ?
CCOC(=O)c1c(CN2CCCCC2)n(C)c2cc(Br)c(O)cc12 | -13% | -3% | ? | -5% | 9% | 3% | 2% | 0% | 0%
Cc1c(C(=O)NC(=S)Nc2ccc(N3CCOCC3)cc2)cccc1[N+](=O)[O-] | -7% | 3% | -49% | -20% | -9% | -6% | -12% | 0% | -6%
O=C(c1cc2cc([N+](=O)[O-])ccc2oc1=O)N1CCN(C2CCCCC2)CC1 | -6% | 27% | · | -11% | 19% | 0% | -13% | 59%[activator] | -4%
Cc1cccc(CN2CCNC2=O)c1 | -4% | -2% | ? | 1% | 33%[activator] | 0% | -4% | 4% | -3%
COc1ccc(N2CCN(C(c3ccccc3)c3nnnn3Cc3ccc(F)cc3)CC2)cc1 (centres undefined) | 11% | -11% | 22µM* | -50% | -2% | -11% | -11% | 6% | -12%
Cc1c(N)cccc1-n1cnnn1 | -3% | 2% | 10% | -14% | 20% | 1% | -14% | 124%[activator] | -18%
N#C/C(=C\c1cccnc1)c1ccc(Br)cc1 | -8% | 61%[activator] | 1% | 4% | 33% | -4% | -5% | 22% | 7%
O=C(NCCN1CCN(C(=O)c2cccc([N+](=O)[O-])c2)CC1)C(=O)NCc1ccc(Cl)cc1 | -7% | -10% | 2% | -2% | 0% | -4% | -1% | 17% | -8%
Fc1ccccc1OCC1CCCN(Cc2nc(CC3CC3)no2)C1 (centres undefined) | -20% | 1% | 133%[activator] | 39%[activator] | ? | -5% | -18% | 48%[activator] | 0%
NS(=O)(=O)c1ccc(CCNC(=O)COC(=O)CCSc2ccc(Cl)cc2)cc1 | -16% | -1% | ? | -30% | 2% | -16% | -11% | 161%[activator] | -12%
Cc1ccc(C)c(N2CCN(CC(=O)Nc3ccc([N+](=O)[O-])cc3C(=O)Nc3ccccc3F)CC2)c1 | -19% | -3% | -25%[59 µM] | 0% | 24% | -10% | -16% | -1% | -8%
CCOC(=O)C1CCCN(C(=O)C(C)Oc2ccc(Cl)cc2Cl)C1 (centres undefined) | 5% | -2% | 10%[12.7 µM] | 5% | 4% | -2% | 2% | -4% | -14%
O=C(CSc1nnc(-c2ccc(O)cc2)o1)NNC(=O)c1ccncc1 | 8% | -13% | 18µM* | ? | 42% | -2% | -2% | 12% | 4%
COC(=O)c1ccc(NC(=O)CCS(=O)(=O)c2ccc(C)cc2)cc1 | 0% | 3% | 14% | 7% | 30% | 0% | -3% | 18% | 4%
Cc1ccc(C)c(NC(=S)N(C2CCCCC2)C(C)c2cccnc2)c1 (centres undefined) | 5% | -4% | 7%[12.7 µM] | -23% | 14% | 0% | -3% | 9% | -16%
COc1cccc(-c2nnc(NC(=O)c3ccco3)s2)c1 | -9% | 39% | 13% | -19% | -3% | -1% | -3% | -14% | -13%
Cc1cc(C)cc(N2CC(O)=C(c3nc4ccccc4c(=O)[nH]3)C2=N)c1 | ? | 6% | 0% | -21% | -27% | -4% | ? | ? | ?
O=C(CNC(=O)c1ccc(Cl)c([N+](=O)[O-])c1)OCN1C(=O)c2ccccc2C1=O | · | -2% | ? | 5% | · | · | -20% | 26% | -6%
CCN(CC)c1nc2c(S(=O)(=O)c3cccc(Cl)c3)nnn2c2ccsc12 | 2% | · | -3%[59 µM] | -1% | -1% | -4% | 4% | -8% | 0%
Cc1onc(-c2ccccc2)c1C(=O)Nc1nc(-c2ccccc2)cs1 | -1% | 4% | 6%[2.33 µM] | -4% | 23% | -8% | -9% | 2% | -16%
CCCCNC(=O)C(=O)Nc1cc2c3c(c1)CCC(=O)N3CCC2 | -2% | 15% | 36% | -14% | 0% | 1% | -2% | -14% | 0%
C=CCc1ccc(OCc2ccc(C(=O)O)o2)c(OC)c1 | 6% | 15% | -23% | 0% | -3% | -5% | 28µM* | ? | -15%
CC(=O)Nc1ccc(S(=O)(=O)NCC(=O)OCC(=O)Nc2sccc2C(N)=O)cc1 | · | -11% | -2%[12.7 µM] | 13% | · | · | ? | ? | -18%
CC1CCN(c2ccc(-c3ccc(NC(=O)C(F)(F)F)cc3)nn2)CC1 | -5% | 46% | -7% | ? | -21% | -1% | -17% | 36%[activator] | 1%
COc1ccc(NC(=O)CSCC(=O)N(C)CC(=O)Nc2c(C)cccc2C)cc1 | · | 7% | 4%[59 µM] | 5% | · | · | -14% | 31%[activator] | 1%
Cc1cccc(CNC(=O)C2CCN(S(=O)(=O)c3cccc4nonc34)CC2)c1 | 4% | · | 6%[59 µM] | -1% | -18% | -3% | -15% | 20% | -12%[60.1 µM]
CCC1Nc2ncnc(N3CCOCC3)c2N(Cc2ccc(OC)cc2)C1=O (centres undefined) | · | -13% | · | · | · | · | -20% | 11% | -14%
COc1cccc(CCNC(=O)c2ccc(Cn3c(SCc4ccccc4)nc4cccnc43)cc2)c1 | 12% | · | ? | -10% | -2% | -8% | -9% | 0% | -3%
Cc1ccc2nsnc2c1NC(=O)c1sc2ccccc2c1Cl | 5% | 2% | 48%[59 µM] | -5% | 0% | -2% | -10% | 4% | -3%
COC(=O)c1ccccc1NC(=O)NCCc1c(C)nn(C)c1C | 15% | · | 11%[59 µM] | -14% | 28% | 1% | -8% | 10% | -6%[60.1 µM]
O=C(c1cccn(Cc2ccc(Cl)c(Cl)c2)c1=O)N1CCOCC1 | -12% | 9% | 8%[0.0925 µM] | 16% | -9% | 2% | -8% | 17% | -20%
O=C(CCCN1C(=O)/C(=C\c2cccc(Br)c2)SC1=S)Nc1cccnc1 | ? | -10% | -1%[59 µM] | ? | ? | -7% | -9% | 58%[activator] | -11%
CC1=CC(C)C2(COC(=O)Nc3ccccc3)COC(C)C1C2C (centres undefined) | -14% | 16% | · | 8% | 10% | -10% | -13% | 7% | 2%
Cn1cccc1/C=C1\SC(=S)N(NC(=O)c2ccccc2)C1=O | -11% | ? | ? | 40µM* | 26% | -7% | -15% | 72%[activator] | -16%
N#CC(C#N)=C1C(=O)N(CCN2CCOCC2)c2ccccc21 | -10% | 2% | ? | -6% | -25% | -6% | -19% | 81%[activator] | -3%
CCNC(=O)COC(=O)c1cccc(Br)c1 | -2% | 13% | 17%[59 µM] | 3% | 10% | -8% | 4% | 17% | -9%
COc1ccc(CCNc2cc(C)nc3c(-c4ccc(Cl)cc4)cnn23)cc1OC | 232%[activator] | -7% | 60%[activator][59 µM] | -1% | 6% | -5% | -26% | 15% | -9%
O=C(NCCC1=CCCCC1)N[C@@H](Cc1ccccc1)C(=O)O | -7% | -1% | ? | -2% | 31% | -2% | -3% | 9% | 2%
CCOC(=O)C1CCCN(C(=O)c2ccc(Cl)cc2)C1 (centres undefined) | -18% | 3% | 79µM* | -10% | 47% | 0% | -4% | 2% | -24%
CCc1onc(C)c1C(=O)Nc1ccc(N2CCOCC2)cc1 | · | 26% | -4%[12.7 µM] | 5% | · | · | -21% | 16% | 6%
CCN(CC)S(=O)(=O)c1ccc(S(=O)(=O)NCC2CCCO2)cc1 (centres undefined) | -6% | 5% | 16% | -3% | 0% | -2% | -2% | 10% | -22%
CCOC(=O)CCCCCC(=O)Nc1ccc2c(c1)CC(=O)N([C@@H](C)CO)C[C@@H](C)[C@@H](CN(C)C(=O)Nc1ccc(C(F)(F)F)cc1)O2 | · | 15% | · | · | · | · | ? | 42%[activator] | -7%
Cc1nc(-c2cccc(Cl)c2)n[nH]1 | 1% | 1% | ? | -15% | -8% | 0% | -9% | -5% | -16%
COc1cc(S(=O)(=O)Nc2ccc(C)cc2)ccc1N=Cc1c(C)c(C#N)c(=O)n(C)c1O | -4% | 0% | ? | -8% | 1% | -12% | -12% | 82%[activator] | ?
Cc1oc(-c2ccccc2)nc1Cn1c(=O)cc(-c2ccccc2)c2c(C)nn(C)c21 | -11% | · | -13%[59 µM] | ? | 22% | -3% | -1% | ? | 0%
COCc1nc2cccnc2n1C1CCN(S(=O)(=O)N(C)C)CC1 | 1% | · | 4%[59 µM] | 1% | 2% | -3% | -12% | 55%[activator] | -18%
CCOC(=O)C1(CCOc2ccccc2)CCN(Cc2cccc3c2OCO3)CC1 | -15% | 2% | 1% | -26% | 1% | -3% | -23% | 111%[activator] | -6%

# Four compounds out of the list, sorted by molecular weight, rising:
SMILES | Anesthetic bind | APE1 inh | G9a inh | BAZ2B block | POLB inh | BLM helicase inh | Pol eta inh | POLI inh | POLK inh
N#CC(C#N)=C1C(=O)N(CCN2CCOCC2)c2ccccc21 | -10% | 2% | ? | -6% | -25% | -6% | -19% | 81%[activator] | -3%
CCOC(=O)C1(CCOc2ccccc2)CCN(Cc2cccc3c2OCO3)CC1 | -15% | 2% | 1% | -26% | 1% | -3% | -23% | 111%[activator] | -6%
NS(=O)(=O)c1ccc(CCNC(=O)COC(=O)CCSc2ccc(Cl)cc2)cc1 | -16% | -1% | ? | -30% | 2% | -16% | -11% | 161%[activator] | -12%
CCC(C)(C)NC(=O)C(c1ccc(C)cc1)N(CC1CCCO1)C(=O)CNC(=O)c1cccs1 (centres undefined) | -3% | 18% | 4%[59 µM] | -5% | 14% | 0% | -8% | 25% | -1%[60.1 µM]
